Assay outcomes as filed in PubChem.
D2 agonist: activates the human D2 dopamine receptor. AID 485358. 340,000 compounds, 0.53% hits. P14416. HEK293 T-REx D2 cells, calcium flux agonist mode. activation, % at 2 µM;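 active = activation over 3 SD above normal in the single-dose calcium agonist read, cut at about 30% in these data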; note: 0% is about no effect
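Tetracycline-induced HEK293 T-REx cells with force-coupled D2 receptor, plated overnight at 30 C, loaded with no-wash calcium dye. After a 10 s baseline, compound was pin-added and calcium flux read kinetically for 180 s; calcium rises flagged agonists.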
Vif-A3G inh: inhibitors of Vif-APOBEC3G interaction; Q9HC16; HeLa A3G-eYFP + Vif (tagged APOBEC3G with the HIV-1 protein that degrades it), YFP fluorescence, overnight; Potency, µM (top dose mostly 46.1 µM), for the others: at the highest dose activity, negative = active, hits mostly inhibitors; 410,000 compounds, 0.076% hits; AID 602310;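 note: potency is the fitted concentration of half-maximal effect; % is set by controls: 0 for no effect and ±100 for the full control effect; nearly all actives have a fitted effect of over 60% in size; hits raise eYFP signal because A3G escapes Vif-driven loss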
Target sequence (Q9HC16 whole entry, looked up): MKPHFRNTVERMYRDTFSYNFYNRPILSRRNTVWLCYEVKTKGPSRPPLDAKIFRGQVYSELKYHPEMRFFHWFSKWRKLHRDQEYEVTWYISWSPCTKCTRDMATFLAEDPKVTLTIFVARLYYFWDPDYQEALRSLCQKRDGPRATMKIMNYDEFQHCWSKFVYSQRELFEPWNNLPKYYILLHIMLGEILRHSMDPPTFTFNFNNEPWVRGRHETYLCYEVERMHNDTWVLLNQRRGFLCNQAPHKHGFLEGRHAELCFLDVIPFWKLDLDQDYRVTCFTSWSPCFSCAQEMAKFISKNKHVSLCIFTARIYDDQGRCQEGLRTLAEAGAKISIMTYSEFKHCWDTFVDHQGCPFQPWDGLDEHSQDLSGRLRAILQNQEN
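HeLa cells stably expressing Vif and C-terminally eYFP-tagged A3G, seeded overnight at 37 deg C, then exposed to compound by pintool overnight at 37 deg C. Rise in yellow fluorescence (Ex 488/Em 500-530, Acumen) marks blocked Vif-driven A3G degradation.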
Vif-A3F inh: inhibitors of Vif-A3F interaction; AID 602313; HeLa A3F-eYFP + Vif (tagged APOBEC3F with the HIV-1 protein that degrades it), YFP fluorescence increase; Potency, µM (doses to about 46.1 µM), inactives show top-dose activity, negative = active; 390,000 compounds, 0.2% hits; note: potency is the fitted concentration of half-maximal effect; % of control where 0% means no effect; nearly all actives have a fitted effect of over 65% in size
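HeLa cells stably expressing A3F-eYFP plus Vif, plated and incubated overnight at 37 deg C, then exposed to compounds overnight at 37 deg C. Blocked degradation read as raised yellow fluorescence (Ex 488/Em 500-530).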
LDHA block: LDHA (human) enzyme inhibition | P00338 | purified LDHA, NADH/diaphorase-resazurin fluorescence; active compounds read low | activity change, % (values are at about 110 or 230 µM) | 480,000 compounds, 0.15% hits; in the data active = activity change below about -30%; inconclusive = mostly about -25% to -30%;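 note: plate controls were DMSO wells for no effect and wells without enzyme for full effect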
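Resorufin fluorescence (ex540/em590), read at 0 and 20 min after diaphorase/resazurin addition, reports the NADH left after a 5 min room-temperature reaction of 2 nM human LDH5 with 0.06 mM NADH and 0.2 mM pyruvate.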
D2 antag: antagonizes the human D2 dopamine receptor; HEK293 TREx D2 cells, calcium flux, dopamine EC80; inhibition, % at 10 µM; 340,000 compounds, 2% hits; in the data active = inhibition above about 30%; note: 0% is about no effect
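In this primary screen, negative modulation is detected by tracking calcium flux after an EC80 dopamine challenge in inducible HEK293 T-REx D2 cells preexposed to test compound for 180 s.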
ALOX12 inh: ALOX12 (human) lipoxygenase inhibition. P18054. purified 12hLO, xylenol orange hydroperoxide absorbance. Potency, µM (top dose mostly 108 µM), inactives show top-dose activity change, negative = inhibition, usual class: inhibitors. 580,000 compounds, 1.1% hits; note: potency is the fitted concentration of half-maximal effect; % is set by controls: 0 for no effect and ±100 for the full control effect
Target sequence (P18054 whole entry, looked up): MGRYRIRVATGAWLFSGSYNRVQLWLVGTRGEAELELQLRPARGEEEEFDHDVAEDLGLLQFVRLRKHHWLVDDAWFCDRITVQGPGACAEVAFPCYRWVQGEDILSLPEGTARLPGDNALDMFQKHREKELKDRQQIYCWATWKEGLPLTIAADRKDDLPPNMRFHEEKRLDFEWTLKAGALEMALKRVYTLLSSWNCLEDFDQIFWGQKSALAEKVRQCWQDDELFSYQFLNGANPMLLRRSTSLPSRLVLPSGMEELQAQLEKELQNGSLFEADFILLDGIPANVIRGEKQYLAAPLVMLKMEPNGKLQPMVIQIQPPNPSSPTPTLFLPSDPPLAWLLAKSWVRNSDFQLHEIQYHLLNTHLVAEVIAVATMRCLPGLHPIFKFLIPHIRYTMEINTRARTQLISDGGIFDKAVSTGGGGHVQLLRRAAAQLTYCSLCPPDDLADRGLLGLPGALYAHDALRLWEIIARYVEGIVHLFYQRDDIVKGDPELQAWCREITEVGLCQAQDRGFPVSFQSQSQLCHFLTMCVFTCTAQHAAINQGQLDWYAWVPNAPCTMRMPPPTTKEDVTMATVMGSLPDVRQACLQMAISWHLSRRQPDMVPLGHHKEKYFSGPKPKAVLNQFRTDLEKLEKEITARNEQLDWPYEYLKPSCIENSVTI
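Hydroperoxide product was detected by ferrous iron/xylenol orange as the 573 to 405 nm absorbance ratio. Arachidonic acid at 40 uM (final) was turned over for 30 min at room temperature by 150 nM human 12hLO, pH 7.0 Hepes buffer, after 15 min compound preincubation.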
ERG-DNA inh: blocks human ERG Ets domain binding to DNA | P11308 | fluorescence polarization, His-ERG Ets domain / labelled DNA | Potency, µM (doses to about 76.9 µM), inactives show top-dose FP activity, negative = inhibition, hits mostly inhibitors | 370,000 compounds, 0.028% hits; active = well fitted inhibition curve with a large enough effect in the polarisation, with a control signal flat; inconclusive = small, poorly fitted or top-dose-only effect, or effect the other way, or a change in a side signal; inactive = no such curve, though single readings can be large or run the other way; the % refers to the polarisation;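 note: polarization taken with two DNA probes labelled with fluorescein and Texas red; potency is the fitted concentration of half-maximal effect; % of control where 0% means no effect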
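His-tagged ERG Ets domain (1 uM in the protein solution; 300mM KCl, 50mM Tris-HCl, 1mM EDTA, 1mM DTT, pH 7.5) received compound, then a probe mix of 5 nM fluorescein-DNA and 100nM Texas-615-DNA. Fluorescence polarization was read for both dyes.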
Glioma ERSR ind: ER stress response induction in glioma; 420,000 compounds, 0.02% hits; U87-MG GRP78 promoter luciferase reporter, 16 h; Potency, µM, for the others: at the top dose activation, hits mostly activators; note: potency is the fitted concentration of half-maximal effect; series mostly up to about 76 µM; % of control where 0% means no effect; nearly all actives have a fitted effect of over 35% in size
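Stably transfected U87-MG glioma cells carrying a GRP78-based luciferase sensor; 16 h compound incubation. Luminescence end-point read 10 min after Bright-Glo addition at room temperature.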
RGS4 inh: human RGS4 inhibition; P49798; Transcreener GDP fluorescence polarization, RGS4-accelerated GTP hydrolysis; Potency, µM (titrated, usually from 114 µM), for the others: at the highest dose activity change, negative = inhibition, usual class: inhibitors; 390,000 compounds, 0.039% hits; note: potency is the fitted concentration of half-maximal effect; % is set by controls: 0 for no effect and ±100 for the full control effect; nearly all actives have a fitted effect of over 75% in size; some results filed as inactive show a strong effect at the top dose
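MLSMR compounds (23 nl, pin-transferred) preincubated 10 min at room temperature with a 500nM (2x) first reagent, then RGS4 at 900nM (2x) plus Transcreener GDP mix added; fluorescence polarization (620/688 nm) read before and after 90 min at 30 °C.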
* marks the source's active call; other numbers are inactive results; i = inactive; u = inconclusive; x = no result given; & = joins results of further samples; [ ] = another dose, or the depositor's remark. Unless noted, calls come from the whole dose curve; as a rule, active = well fitted curve in the direction sought with a large enough effect; inconclusive = small, poorly fitted or top-dose-only effect, or another doubt; inactive = no such curve, though single readings can be large; an effect the other way counts as inactive or inconclusive. These rows are one share of the data; the hit share may differ from the screen's.

SMILES	D2 agonist	Vif-A3G inh	Vif-A3F inh	LDHA block	D2 antag	ALOX12 inh	ERG-DNA inh	Glioma ERSR ind	RGS4 inh
Brc1ccc2c(c1)C(OC1CN3CCC1CC3)c1ccccc1CS2 (stereo not drawn)	2.2	-8.0%	0.6%	0.0	5.5	u	-8.2%	-11.6%	-46.5%
CN1C(=O)C(=Cc2ccc(N3CCCCCC3)cc2)C(=O)N(C)C1=O	x	-5.8%	1.8%	2.4	x	u	3.4%	1.3%	-51.5%
COc1cc(O)c2c(c1)/C=C/C[C@H](O)[C@H](O)C(=O)CCC[C@H](C)OC2=O	x	-14.1%	x	4.2	x	1.3%	x	-3.1%	x
CCCCn1c(O)c(/C=C/C=Nc2ccccc2)c(=O)[nH]c1=O	13.4	-21.4%	u	-3.5	-8.3	-19.7%	5.9%	-2.0%	-3.0%
CC1CCCN(C(=O)CN2C3CCC2CC(O)(c2ccc(F)cc2)C3)C1 (stereo not drawn)	-0.7	-6.4%	-11.7%	-8.0	-7.7	-13.6%	6.6%	-2.5%	6.6%
C[N+](C)(C)CC(=O)Nc1ccc(Cl)cc1C(=O)c1ccccc1	-0.3	0.0%	3.3%	-11.9	-2.3	10.6%	-10.9%	-2.4%	20.2%
Cc1ccccc1-n1c(/C=C/c2c(C)[nH]c3ccccc23)nc2ccccc2c1=O	1.5	-14.7%	-6.8%	-5.7	x	2.3%	-2.0%	-3.0%	5.9%
Cc1ncc([N+](=O)[O-])n1CCOc1nonc1N	-0.6	2.4%	-2.4%	1.9	6.0	-15.7%	-17.0%	-2.9%	20.1%
CCc1ccc(OCC(=O)N2CCN(CCc3ccncc3)CC2)cc1	x	2.1%	-1.7%	0.2	x	0.0%	7.7%	2.7%	-7.3%
O=c1c2ccccc2nc(CNCC2CCCO2)n1-c1ccc(F)cc1 (stereo not drawn)	0.4	1.8%	-7.4%	-2.8	-23.2	i	-0.5%	-1.8%	-21.0%
COC(=O)C1=C(c2cccc(C#N)c2)C[C@@H]2CC[C@H]1N2C(=O)N1CCCC1	0.0	-3.5%	0.8%	-1.6	-2.9	-27.8%	-0.4%	-1.4%	10.4%
O=C1NC(=O)N(CCc2ccc(F)cc2)C(=O)/C1=C\C=C\c1ccccc1	x	-4.6%	u	0.1	x	u	-14.3%	7.5%	-41.9%
CCCCn1c(O)c(C=NCCCn2ccnc2)c(=O)[nH]c1=O	0.9	1.3%	3.8%	-7.2	4.7	0.0%	-5.6%	-2.8%	-0.8%
Cc1cccc(CN2C(=O)CN=C(c3ccccc3Cl)c3cc(Cl)ccc32)c1	x	-8.7%	-4.4%	0.1	x	u	-1.2%	-2.0%	3.4%
CCN(CC)C(=O)c1ccc(NC(=O)c2cc(S(=O)(=O)N3CCCCCC3)ccc2OC)cc1	0.7	-0.9%	3.3%	0.3	21.9	-3.1%	-3.3%	-0.4%	3.3%
CSC1=NP(=S)(SC)N(C)c2nc3n(c21)CCC3 (stereo not drawn)	-0.2	-1.1%	1.1%	-3.2	-3.4	x	-0.3%	-3.2%	-18.7%[11.4 µM]
C/C(=N\NC(=O)c1ccccc1O)c1c(O)n(Cc2ccccc2)c(=O)[nH]c1=O	-0.4	-4.5%	u	-3.2	-8.3	0.0%	-16.5%	2.4%	-22.5%
Cc1cccn2c(=O)c3cc(C(=O)N4CCC5(CC4)OCCO5)n(C)c3nc12	0.7	u	-14.4%	0.0	1.0	0.0%	-2.8%	2.5%	6.2%[11.4 µM]
O=c1[nH]c(=O)n(-c2cccc(Cl)c2)c(O)c1C=NCCCN1CCOCC1	0.1	1.0%	-11.0%	-3.7	0.1	7.8%	-6.6%	2.7%	-10.9%
O=C1NC(=O)C(CCc2ccncc2)(CCc2ccncc2)C(=O)N1CCc1ccccc1	x	-2.5%	-29.6%	-9.2	x	-34.3%	-18.9%	-0.2%	4.4%
COc1ccc(OCc2n[nH]c(=S)n2Cc2ccco2)cc1	-0.4	-3.5%	-4.6%	-6.9	9.4	u	-1.6%	7.9%	u
Cc1cc(OC(=O)CCNC(=O)OC(C)(C)C)c2c3c(c(=O)oc2c1)CCC3	1.5	-11.4%	-7.7%	6.6	-8.7	16.2%	-6.4%	1.5%	-41.4%
Cc1ccccc1-n1c(C)nc2ccccc2c1=O	0.1	-7.0%	-3.6%	-10.3	-6.2	-12.8%	1.5%	1.7%&-3.2%	-1.3%
COC(=O)C1=C(c2ccc(OCc3ccccc3)cc2)C[C@@H]2CC[C@H]1N2C(=O)NCc1cccc(OC)c1	0.6	8.4%	3.7%	0.9	1.6	-8.1%	-24.5%	-4.9%	0.6%
COC(=O)C1=C(c2ccc(OC)c(OC)c2)C[C@@H]2CC[C@H]1N2C(=O)N1CCCCC1	-0.5	6.3%	-0.8%	-5.5	8.2	0.2%	-5.4%	0.0%	19.2%

The list continues:
SMILES	D2 agonist	Vif-A3G inh	Vif-A3F inh	LDHA block	D2 antag	ALOX12 inh	ERG-DNA inh	Glioma ERSR ind	RGS4 inh
CNC(=O)N(C)c1ccc(C(O)(C(=O)OC)C(F)(F)F)cc1 (stereo not drawn)	0.6	-0.2%	-7.1%	-2.4	-1.9	87.7%[activator]	7.6%	-2.2%	7.0%
COc1cccc(C2=CC(c3cc(Br)ccc3F)n3nnnc3N2)c1 (stereo not drawn)	0.2	u	-1.3%	-1.5	x	0.8%	-5.3%	-1.6%	-38.9%
COCCN1C(=O)/C(=C/c2c(OC)cc(OC)cc2OC)C(=O)N(c2ccccc2)C1=O	0.0	-0.9%	-9.1%	1.1	3.4	-10.8%	13.1%	-2.5%	6.2%[11.4 µM]
O=C(N=Nc1c(O)[nH]c(=O)[nH]c1=O)C1COc2ccccc2O1 (stereo not drawn)	4.2	-1.6%	0.3%	-5.7	11.5	-13.0%	1.5%	0.1%	-30.6%
COc1ccc(CN2CCN(Cc3ccccc3OC)CC2)cc1	-0.5	-0.1%	1.8%	-36.9*	-4.6	u	6.2%	-6.6%	-8.5%
CCCC(=O)c1c(O)[nH]c(=O)[nH]c1=O	1.1	3.7%	-2.4%	-5.3	-1.9	u	5.4%	-1.9%	-4.9%
CSc1ncc(CN2CCCC(C(=O)c3cccc(Cl)c3)C2)cn1 (stereo not drawn)	-0.7	-0.7%	-6.7%	-1.5	-1.7	-14.2%	1.6%	-0.5%	3.1%
CN1C(=O)C(=Cc2ccc(OCC(=O)Nc3ccccc3)cc2)C(=O)N(C)C1=O	-1.0	0.2%	-22.4%	2.2	-8.4	x	-2.8%	-1.9%	-35.2%
O=C(OCc1ccccc1)N1CCC2CC1c1cc(N3Cc4ccccc4-n4nncc4C3)ccc12 (stereo not drawn)	x	1.8%	-7.1%	-18.7	x	-4.2%	x	4.3%	x
COc1ccc(OCC(=O)N2CCN(C/C=C/c3ccccc3)CC2)cc1	-0.3	2.5%	1.8%	2.2	3.0	-6.4%	7.8%	-4.9%	-23.2%
O=C(O)C1C(C(=O)O)C2(Cl)C(Cl)=C(Cl)C1(Cl)C2(Cl)Cl (stereo not drawn)	0.3	-1.8%	6.4%	-4.3	6.3	-16.6%	13.0%	-2.0%	3.4%
CCOP(=O)(OCC)C1(O)C(=O)Nc2ccc(Br)cc21 (stereo not drawn)	0.4	-4.7%	2.6%	4.9	-7.6	-14.4%	-3.7%	-4.0%	3.9%
O=C(c1ccco1)c1cn(Cc2ccc(Cl)cc2)c2ccccc12	-1.2	-21.2%	-1.4%	-9.4	30.7*	u	8.1%	-3.5%	-3.7%
COC(=O)C1=C(c2cccc(OCc3ccccc3)c2)C[C@@H]2CC[C@H]1N2C(=O)NCc1ccc(OC)cc1	0.5	2.8%	5.4%	-2.4	0.8	0.2%	-2.1%	-1.9%	5.0%
COc1ccccc1OCCCn1cc(C=O)c2ccccc21	-0.6	-6.3%	1.8%	-3.1	10.7	2.3%	-4.3%	-0.5%	0.5%
COc1ccc(OC(=O)N(C)C[C@H]2OCc3cnnn3CCCC(=O)N([C@@H](C)CO)C[C@H]2C)cc1	x	3.0%	0.6%	-15.4	x	-0.6%	x	-2.1%	x
Cc1ccc(S(=O)(=O)N2Cc3cc(N4CCOCC4)ccc3-n3nncc3C2)cc1	x	-1.1%	x	-8.0	x	-0.4%	x	-3.8%	x
Cc1ccc(OCC(=O)N2CCN(CCc3ccncc3)CC2)cc1	0.2	1.3%	9.6%	1.8	x	u	-10.9%	-1.6%	26.5%
NCCc1ccc(OCc2ccccc2)c(OCc2ccccc2)c1	0.6	-13.1%	-15.3%	-4.5	2.5	u	x	-14.2%	-27.8%
O=S(=O)(c1ccc(F)cc1)N1CCCC1c1cccnc1 (stereo not drawn)	0.3	-4.3%	-3.1%	-5.3	-25.7	i	-1.9%	0.8%	-6.0%
Cc1o[nH]c(=O)c1C[C@@H](N)C(=O)O	x	0.9%	x	x	x	242.7%[activator]	x	-4.2%&0.4%	26.3%
O=C1Nc2cc(C(=O)N3CCC4(CC3)OCCO4)ccc2S/C1=C\c1ccccc1	x	-29.4%	u	-1.8	x	9.7%	11.3%	-3.8%	16.7%
COc1nc2ccccc2c(=O)n1-c1ccc(Cl)cc1	1.5	-8.7%	-13.5%	0.0	-5.3	-14.2%	-2.2%	2.1%	-7.8%
CCn1nc(-c2ccccc2)nc2c(=O)n(C)c(=O)nc1-2	0.3	-7.3%	1.9%	28.6	-20.5	x	-17.0%	-17.2%	-31.7%
COc1ccc(OCC(=O)N2CCN(C(C)C)CC2)cc1	-0.4	0.2%	x	-22.8	-12.0	-14.2%	3.3%	-5.9%	31.2%
